HT1080 IDH1KD tx: toxicity to HT-1080 IDH1 knockdown cells (counter line); HT-1080 IDH1 knockdown viability, ATP luminescence, 48 h; Potency, µM (series often up to 46.1 µM), without a hit: top-dose activity, negative = toxicity, usual class: cytotoxic; actives 2% (n = 360,000); AID 686971;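 further: potency means the concentration at half of the fitted maximal effect; 0% = DMSO wells and -100% = cell-free medium wells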
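Cytotoxicity counter-line: IDH1KD HT-1080, 48 h, CellTiter-Glo. Curves classed by r2, magnitude and activity.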
IL-1B inflam inh: inhibitors of inflammasome signaling (IL-1 beta secretion); THP-1 LPS/ATP IL-1B secretion, AlphaLISA, 16 h; stronger effect = lower value; activity change, % at 57.5 µM; actives 4.7% (n = 360,000); in the data active means activity change below about -50%; inconclusive means mostly about -30% to -49%; further: on the % scale 0 is the no-effect control and ±100 the full control effect
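Secreted IL-1B measured by AlphaLISA bead assay after 16 h compound exposure of THP-1 cells; compounds (final up to 57.5 uM) added 1 h before LPS (250 ng/mL) and ATP (1.25 mM) stimulation; lower signal means less secretion.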
SW480 rereplic: inducers of DNA re-replication in SW480 colon cancer cells; SW480 DNA re-replication, Hoechst DNA content imaging, 48 h; Potency, µM (doses to about 46.1 µM), without a hit: at the highest dose re-replication activation, most hits filed as activators; actives 1.8% (n = 340,000); AID 624297; further: potency means the concentration at half of the fitted maximal effect; % of control where 0% means no effect; nearly all actives have a fitted effect of over 55% in size
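Image-based read-out: total Hoechst fluorescence of nuclei (405 nm excitation, 500-530 nm emission), with hits raising the fraction of high-intensity nuclei. SW480 colon cells incubated 48 hr with compounds at 37 C.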
HT1080-NT tox: kills 2HG-producing HT-1080-NT fibrosarcoma cells; HT-1080-NT fibrosarcoma viability, CellTiter-Glo ATP luminescence, 48 h; Potency, µM (highest dose often 46.1 µM), for inactives: at the top dose activity, negative = less viability, most hits filed as cytotoxic; actives 1.6% (n = 360,000);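 further: NT is the 2HG producing partner of a matched IDH1 knockdown line; potency means the concentration at half of the fitted maximal effect; 0% = DMSO-treated cells and -100% = media-only wells without cells; nearly all actives have a fitted effect of over 55% in size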
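Read-out is CellTiter-Glo luminescence after 10 minutes at room temperature, following 48 hours' compound treatment of HT-1080-NT cells (750 cells/well, RPMI, 5% FBS, 37 degrees C).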
ATXN2 expr inh: reduces ATXN2 reporter expression in HEK-293 cells | AID 1745845 | Potency, µM (highest dose often 57 µM), inactives show top-dose activity change, negative = inhibition, usual class: inhibitors | HEK-293 ATXN2-luciferase reporter, luminescence, 24 h | actives 0.72% (n = 360,000); further: potency means the concentration at half of the fitted maximal effect; on the % scale 0 is the no-effect control and ±100 the full control effect; nearly all actives have a fitted effect of over 55% in size
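ATXN2-luciferase reporter cells (luciferase flanked by upstream and downstream ATXN2 gene portions) were treated 24 h at 37 °C with compounds at up to 57 uM. SteadyGlo luminescence gave expression; GF-AFC fluorescence gave viability.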
ATXN viability: cell viability loss in ATXN counter-screen | S2 cells (HEK-293 line with an ATXN2-luciferase reporter) viability, CellTiter-Fluor protease fluorescence, 24 h | Potency, µM (titrated, usually from 56.7 µM), usual class: cytotoxic | actives 0.49% (n = 400,000); further: potency means the concentration at half of the fitted maximal effect; nearly all actives have a fitted effect of over 40% in size
HepG2 viability: kills HepG2 cells in TGF-b inhibitor counter-screen | HepG2 CAGA-GFP viability, ATP luminescence, 18 h | Potency, µM (doses to about 46.1 µM), for inactives: top-dose activity change, negative = cytotoxicity, actives largely listed as cytotoxic | actives 0.76% (n = 410,000); further: potency means the concentration at half of the fitted maximal effect; some results filed as inactive show a strong effect at the top dose
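CellTiter-Glo luminescence gave cytotoxicity after 18 hours at 37 degrees C. The cells were HepG2 CAGA-GFP in 1% FBS DMEM, stimulated with 500 pg/mL TGF-beta after compound addition. %Activity was normalised to no-cell wells (complete cell-killing) and DMSO (no toxicity), and curves were fitted and classified.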
KB-3-1 cytotox: KB-3-1 parental cell cytotoxicity | Potency, µM (highest dose often 46.1 µM), without a hit: at the highest dose activity change, negative = cytotoxic, usual class: cytotoxic | actives 1.4% (n = 400,000) | KB-3-1 viability, CellTiter-Glo ATP luminescence, 72 h; further: potency means the concentration at half of the fitted maximal effect; on the % scale 0 is the no-effect control and ±100 the full control effect; nearly all actives have a fitted effect of over 60% in size
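Cytotoxicity in the drug-sensitive parental line KB-3-1 was scored as loss of CellTiter-Glo luminescence following 72 h incubation with compound. Values come from curve fitting of normalized concentration-response data.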
MCF10A rereplic: inducers of DNA re-replication in MCF 10A breast cells | MCF 10A DNA re-replication, Hoechst nuclear intensity, 48 h | Potency, µM (highest dose often 46.1 µM), without a hit: at the top dose activity, positive = re-replication, actives largely listed as activators | actives 2.9% (n = 350,000) | AID 624296; further: potency means the concentration at half of the fitted maximal effect; % of control where 0% means no effect; nearly all actives have a fitted effect of over 50% in size
Active calls of the source: *; i = inactive; ? = inconclusive; nt = not tested or not shown; & = joins results of further samples; [ ] = dose if it differs, or a comment. Unless noted, the call rests on the fitted dose curve; in most records, active means well fitted curve in the direction sought with a large enough effect; inconclusive means small, poorly fitted or top-dose-only effect, or another doubt; inactive means no such curve, though single readings can be large; an effect the other way counts as inactive or inconclusive. Random draw from the library. About 8.9% of those tested had a hit in this group.

SMILES	HT1080 IDH1KD tx	IL-1B inflam inh	SW480 rereplic	HT1080-NT tox	ATXN2 expr inh	ATXN viability	HepG2 viability	KB-3-1 cytotox	MCF10A rereplic
O=C(NC1CCN(Cc2ccccc2)CC1)c1ccccc1	-1%	-3	-12%	12%	nt	i	-25%	2%	-3%
CCCCC[C@@H](C)N1C[C@@H](COCc2ccccc2)Oc2cc(N3CC[C@@H](O)C3)ccc2S1(=O)=O	?	-6	nt	?	?	nt	nt	?	nt
COc1ccc2c(c1)c1ncn(Cc3ccccn3)c(=O)c1n2C	-3%	-12	-2%	-5%	nt	i	-60%	-14%	-1%
O=[N+]([O-])c1ccc(CN2CCN(c3ccc([N+](=O)[O-])cc3)CC2)cc1	?	-54*	-4%	?	?	i	-19%	?	15%
N#C/C(=C(/O)COc1ccc(Br)cc1)c1nnc2n1CCCCC2	9%	11	-21%	2%	nt	i	4%	2%	7%
Cc1cc(C)nc(NS(=O)(=O)c2ccc(NC(=O)Cc3ccc(F)cc3)cc2)n1	1%	1	-1%	10%	-6%	i	7%	11%	8%
Cc1cccc(-c2nnnn2-c2cccc(C)c2)c1	0%	0	-18%	1%	19%	i	-13%	1%	-2%
Cc1ncc(C(O)c2ccccc2)n1Cc1ccccc1 (stereo not given)	-2%	15	nt	-6%	nt	i	-4%	-6%	nt
CCc1c(C)sc(NC(=O)OC)c1C(N)=O	2%	-12	-3%	2%	-7%	i	-7%	15%	6%
CCCOc1ccc(C(=O)NC(=S)Nc2nc3ccccc3s2)cc1	25%	34	-3%	3%	35%[activator]	i	-7%	6%	-3%
FC(F)(F)c1ccc(Nc2nnnc3ccccc23)cc1	3%	-2	1%	19%	41%[activator]	i	-7%	-8%	6%
CCN(CC)CCNC(=O)C1CCCN(c2ncnc3onc(C)c23)C1 (stereo not given)	nt	nt	nt	nt	2%	i	5%	2%	nt
CCN(CC)C(=O)CSc1ncnc2sccc12	12%	14	-8%	18%	18%	i	-2%	18%	-8%
O=P1(NC2CCCC2)OCC2(CO1)COP(=O)(NC1CCCC1)OC2 (stereo not given)	11%	-2	-1%	12%	-1%	?	3%	1%	-4%
COc1cc(C(=O)Nc2ccc(C)cc2)c2ccccc2n1	0.52µM*	104	21µM*	?	0%	?	-3%	0.82µM*	5.8µM*
CC(C)CCNC(=O)C(C)N(Cc1ccc(F)cc1)C(=O)c1ccc(CN2CCCCC2)o1 (stereo not given)	-1%	-1	2%	2%	-10%	?	-28%	-6%	-3%
Cc1ccc(C(=O)c2cc([N+](=O)[O-])ccc2N2CCCCC2)c(C)c1	?	-9	1.3µM*	?	-23%	?	-11%	0.82µM*	?
COc1ccccc1C(c1nnnn1Cc1ccccc1)N1CCC(C(N)=O)CC1 (stereo not given)	12%	-7	2%	14%	-7%	i	-26%	17%	6%
CCN(Cc1cc(=O)n2ccsc2n1)Cc1nc2ccccc2c(=O)[nH]1	-5%	18	0%	-7%	-10%	i	-15%	19%	-1%
COc1cc2c(=O)n(CCC(=O)NCC3CCCO3)c(=O)n(CC(=O)Nc3ccccc3C)c2cc1OC (stereo not given)	11%	-2	-33%[inhibitor]	17%	-1%&7%	i	3%&-33%	14%&8%	?
COc1cc(OC)c(NS(=O)(=O)c2cc(C(=O)OCC(=O)NCC3CCCO3)ccc2OC)cc1Cl (stereo not given)	0%	56	-36%[inhibitor]	0%	-13%	i	0%	7%	-9%[9.22 µM]
CS(=O)(=O)N1CCN(C(=O)COc2ccccc2)CC1	1%	4	-5%	6%	-19%	i	18%	10%	14%[9.22 µM]
Cc1ccccc1NC(=O)CCN1CCN(C/C=C/c2ccccc2)CC1	-1%	?	-2%	-2%	-18%	i	-40%	-18%	2%
CCOC(=O)C1(C)NC(c2ccc(N(C)C)cc2)C2C(=O)N(c3ccc(OC)cc3)C(=O)C21 (stereo not given)	16%	-14	-2%	?	0%	i	-2%	-2%	-1%
COC(=O)c1cc(Br)c(=O)n(CCc2ccc(O)cc2)c1	9%	3	-15%	17%	9%	i	7%	13%	-12%

(more compounds)
SMILES	HT1080 IDH1KD tx	IL-1B inflam inh	SW480 rereplic	HT1080-NT tox	ATXN2 expr inh	ATXN viability	HepG2 viability	KB-3-1 cytotox	MCF10A rereplic
COc1ccccc1NC(=O)C1=C(C)Nc2nc(SCC(=O)c3ccc(C)cc3)nn2C1c1ccc(F)cc1 (stereo not given)	nt	nt	nt	nt	8%	i	1%	-8%	nt
CCOC(=O)c1ccc(Oc2nc(OC)cc(OC)n2)cc1	-2%	6	14%	2%	nt	i	2%	-1%	7%
COc1ccc(S(=O)(=O)N2CCN(c3ccccn3)CC2)cc1[N+](=O)[O-]	6%	5	0%	0%	13%	i	-18%	0%	1%
O=C(NC1CCCCC1)C1CC(=O)N(Cc2ccccc2)C1 (stereo not given)	10%	-7	-21%	11%	-9%	i	6%	-4%	1%
N=C1C(c2nc(-c3cccc([N+](=O)[O-])c3)cs2)=C(O)CN1NC(=O)c1ccco1	-22%	?	1%	-19%	nt	i	-7%	5%	-14%
CCOc1ccc(NC(=O)c2ccccc2NC(=O)CNC2CCCC(C)C2C)cc1 (stereo not given)	0%	19	?	-7%	nt	i	3%	1%	?
CCOC(=O)C1(CCOC)CCN(Cc2cc3ccccc3s2)CC1	-17%	-9	?	-12%	-23%	i	-3%	?	?
COc1cc2c(-c3ccccc3Cl)nc3c(c(C)nn3-c3ccccc3)c2cc1OC	nt	nt	nt	nt	4%	i	-3%	0%	nt
C/C(CC(C)C)=N\NS(=O)(=O)c1ccc(C)c([N+](=O)[O-])c1	-11%	-14	-3%	-2%	-11%	i	-27%	-11%	-2%
O=C(NC(=S)Nc1cccc(NC(=O)c2ccccc2)c1)c1cccc([N+](=O)[O-])c1	13%	-6	0%	6%	-10%	i	-26%	14%	0%
COc1ccccc1N1CCN(C(=O)CN2C(=O)c3ccccc3S2(=O)=O)CC1	-8%	12	-2%	6%	-24%	i	-7%	21%	3%
Cc1c(C)c2ccc(OCC(=O)Nc3ccc(S(N)(=O)=O)cc3)c(C)c2oc1=O	-1%	-20	-1%	13%	-4%	i	0%	-9%	18µM*
COc1ccc(C(=O)N2CCN(C(C)=O)CC2)cc1S(=O)(=O)N1CCOCC1	10%	-13	-8%	1%	-2%	i	5%	-7%	2%
Cc1ccsc1C(C(=O)NC1CCCCC1)N(C(=O)Cc1cccs1)C1CC1 (stereo not given)	-12%	8	-6%	-10%	3%	i	-6%	-3%	?
N#C/C(=C\c1ccc(Cl)cc1)c1nc2ccccc2o1	0%	5	?	-5%	2%	i	-32%	-5%	?
COc1ccccc1CN1CCNC(=O)C1CC(=O)NCc1cn(C)nc1C (stereo not given)	6%	29	0%	13%	nt	i	-5%	9%	-5%
CC1(C)Cc2ccccc2-c2nnnn21	10%	22	8%	0%	7%	i	7%	6%	15%
Cc1ccc(-c2csc3nc[nH]c(=O)c23)cc1C	15%	-8	-5%	17%	7%	i	-20%	-1%	0%
CC(C)NC(=O)c1ccc2c3n(nc2c1)-c1ccc(Cl)cc1CO3	-14%	-6	6%	-10%	31%[activator]	i	-6%	-12%	?
COc1cccc(CN2CC(C(=O)N(C)Cc3nc4ccc(F)cc4[nH]3)CCC2=O)c1 (stereo not given)	7%	-22	0%	-1%	6%	i	5%	4%	-17%
CN(C)CCNC(=O)Cn1nc(-c2ccc(Cl)cc2)ccc1=O	8%	-11	-5%	12%	-8%	?	-17%	2%	-2%
Cc1ccc(Cl)cc1N1CCN(C(c2ccc(F)cc2)c2nnc(-c3ccccc3)o2)CC1 (stereo not given)	nt	nt	nt	nt	11%	i	-18%	3%	nt
CN(CCCC(=O)NCc1ccc2c(c1)OCO2)S(=O)(=O)c1ccc([N+](=O)[O-])cc1	-1%	-3	-2%	0%	-17%	i	-39%	nt	-2%
O=C(NCc1ccccc1)C(=O)NCC(c1ccco1)N1CCN(c2ccccc2F)CC1 (stereo not given)	10%	6	-2%	14%	-2%	i	9%	7%	4%
CC1CCCN(C(=O)C2CCN(S(=O)(=O)c3cccc4nsnc34)CC2)C1 (stereo not given)	0%	13	-1%	1%	nt	i	-4%	-1%	-12%

Next section
SMILES	HT1080 IDH1KD tx	IL-1B inflam inh	SW480 rereplic	HT1080-NT tox	ATXN2 expr inh	ATXN viability	HepG2 viability	KB-3-1 cytotox	MCF10A rereplic
CCOC(=O)N1CCN(C(=O)C[C@@H]2C[C@@]3(C(=O)OCC)CCCC=C3N(Cc3ccc4c(c3)OCO4)C2=O)CC1	2%	3	nt	5%	-1%	?	nt	20%	nt
COCCCNc1nc2nonc2nc1N1CCN(Cc2cccc(C)c2)CC1	-1%	8	1%	-5%	-13%	i	-23%	5%	-20%
CCC(C)(C(=O)NC1CCCCC1)N(Cc1cccs1)C(=O)c1ccccn1 (stereo not given)	7%	14	-3%	5%	-14%	i	7%	1%	-2%
O=C(NCc1cccs1)c1ccc(S(=O)(=O)N2CCOCC2)cc1	-7%	-2	-10%	-11%	3%	i	-3%	10%	-1%
Cc1ccc(OS(=O)(=O)c2ccccc2)c(/C=N/N=C2\NC(=O)C(C)S2)c1 (stereo not given)	-24%	-3	0%	-2%	18%	i	-24%	-2%	3%
O=C(NCCCN1CCCC1=O)Nc1ccc(Br)cc1Cl	2%	-5	4%	0%	18%	i	0%	8%	-4%

Profiles from above:
Listed for O=C(NC(=S)Nc1cccc(NC(=O)c2ccccc2)c1)c1cccc([N+](=O)[O-])c1 : HT1080 IDH1KD tx = 13%; IL-1B inflam inh = -6; SW480 rereplic = 0%; HT1080-NT tox = 6%; ATXN2 expr inh = -10%; ATXN viability = i; HepG2 viability = -26%; KB-3-1 cytotox = 14%; MCF10A rereplic = 0%
Listed for C/C(CC(C)C)=N\NS(=O)(=O)c1ccc(C)c([N+](=O)[O-])c1 : HT1080 IDH1KD tx = -11%; IL-1B inflam inh = -14; SW480 rereplic = -3%; HT1080-NT tox = -2%; ATXN2 expr inh = -11%; ATXN viability = i; HepG2 viability = -27%; KB-3-1 cytotox = -11%; MCF10A rereplic = -2%
